mIDH1 inhibitor: qHTS for Inhibitors of mutant isocitrate dehydrogenase 1 (IDH1): qHTS. Isocitrate dehydrogenase [NADP] cytoplasmic (Homo sapiens), O75874. IDH1-R132H enzyme, NADPH consumption, diaphorase/resazurin fluorescence. Potency, µM (highest dose often 76.6 µM), for inactives: top-dose activity change, negative = inhibition, hits mostly inhibitors. hit rate 0.093% among 390,000. AID 602179, 2012; note: potency is the fitted concentration of half-maximal effect; % is set by controls: 0 for no effect and ±100 for the full control effect; nearly all actives have a fitted effect of over 65% in size
Target sequence (O75874 whole entry R132H, stated change not applied): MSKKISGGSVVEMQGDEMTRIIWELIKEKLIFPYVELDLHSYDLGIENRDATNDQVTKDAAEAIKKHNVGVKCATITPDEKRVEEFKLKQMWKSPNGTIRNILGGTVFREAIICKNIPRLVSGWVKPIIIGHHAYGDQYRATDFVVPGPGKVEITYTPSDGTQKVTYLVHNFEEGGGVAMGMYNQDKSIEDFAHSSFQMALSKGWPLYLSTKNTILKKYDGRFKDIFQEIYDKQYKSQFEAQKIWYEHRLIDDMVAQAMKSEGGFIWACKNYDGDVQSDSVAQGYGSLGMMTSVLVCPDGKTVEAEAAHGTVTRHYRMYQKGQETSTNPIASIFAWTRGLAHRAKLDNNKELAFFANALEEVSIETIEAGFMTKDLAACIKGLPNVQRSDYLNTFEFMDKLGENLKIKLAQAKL
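IDH1-R132H (0.5 ug/mL) preincubated 30 min with compound, then NADPH (0.016 mM) and alpha-KG (2 mM) added; 80 min at RT, pH 7.5. Remaining NADPH coupled via diaphorase/resazurin to fluorescence (540/590 nm); concentration-response curves normalized to no-enzyme control.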
Pin1 inh: qHTS Assay to Find Inhibitors of Pin1. Peptidyl-prolyl cis-trans isomerase NIMA-interacting 1 (Homo sapiens), Q13526. Pin1 FP peptide displacement, HiFluor488, 10 min. Potency, µM (highest dose often 115 µM), without a hit: at the top dose activity, negative = inhibition, most hits filed as inhibitors. hit rate 0.009% among 390,000; active = well fitted inhibition curve with a large enough effect in the polarisation, with a control signal flat, not every such curve was filed as active; inconclusive = small, poorly fitted or top-dose-only effect, or effect the other way, or a change in a side signal; inactive = no such curve, though single readings can be large or run the other way; the % refers to the polarisation; note: potency is the fitted concentration of half-maximal effect; % is set by controls: 0 for no effect and ±100 for the full control effect
HP1b binding inh: HTS for Inhibitors of HP1-beta Chromodomain Interactions with Methylated Histone Tails | Chromobox protein homolog 1 (Homo sapiens), P83916 | AlphaScreen HP1-beta / biotin-H3K9me3 peptide binding | Potency, µM (highest dose often 114 µM), for the others: at the top dose activity change, negative = inhibition, actives largely listed as inhibitors | hit rate 0.56% among 390,000 | AID 540317, 2011; note: potency is the fitted concentration of half-maximal effect; nearly all actives have a fitted effect of over 70% in size; inactives centre near 23
Target sequence (P83916 whole entry, looked up): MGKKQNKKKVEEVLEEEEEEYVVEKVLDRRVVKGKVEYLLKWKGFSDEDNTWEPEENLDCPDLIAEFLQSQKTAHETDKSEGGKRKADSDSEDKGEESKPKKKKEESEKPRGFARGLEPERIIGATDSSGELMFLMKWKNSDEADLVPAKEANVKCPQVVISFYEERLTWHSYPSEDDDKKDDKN
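Compound inhibition of the preformed complex between 50 nM HP1-beta and 50 nM biotinylated H3K9me3 peptide was read by AlphaScreen. Buffer was PBS pH 7.4 with 0.01% Tween-20. Incubations ran 30 min at room temperature, with 10 ug/mL donor/acceptor beads.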
PI4K2A inh: qHTS for small molecular inhibitors of PI4K2A; Phosphatidylinositol 4-kinase type 2-alpha (Homo sapiens), Q9BTU6; activity change, negative = inhibition, % at 76.9 µM; hit rate 0.13% among 420,000; purified PI4K2A, ADP-Glo luminescence, 1 h; hits give low values; AID 1346378, 2018; in the data active = activity change below about -50%; inconclusive = mostly about -30% to -49%;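 note: -100% = wells without enzyme as full effect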
Target sequence (Q9BTU6 whole entry, looked up): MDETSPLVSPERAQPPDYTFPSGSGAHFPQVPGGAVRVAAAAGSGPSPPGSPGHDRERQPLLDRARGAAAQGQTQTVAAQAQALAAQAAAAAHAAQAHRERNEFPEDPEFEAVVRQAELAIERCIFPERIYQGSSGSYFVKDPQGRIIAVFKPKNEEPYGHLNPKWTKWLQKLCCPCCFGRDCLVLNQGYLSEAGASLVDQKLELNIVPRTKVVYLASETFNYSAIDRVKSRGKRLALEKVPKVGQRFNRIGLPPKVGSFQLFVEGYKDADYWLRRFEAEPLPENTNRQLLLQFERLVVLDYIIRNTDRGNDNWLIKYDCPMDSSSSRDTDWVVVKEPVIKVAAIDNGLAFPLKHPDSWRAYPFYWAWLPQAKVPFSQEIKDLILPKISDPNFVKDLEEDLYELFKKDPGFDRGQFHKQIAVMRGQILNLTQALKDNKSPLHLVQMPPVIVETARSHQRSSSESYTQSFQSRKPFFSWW
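In this quantitative HTS, ADP production by PI4K2A was quantified luminescently after 1 h at ambient temperature; 100 microM adenosine served as plate-quality control.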
TrxR1 inh: qHTS Assay for Inhibitors of Mammalian Selenoprotein Thioredoxin Reductase 1 (TrxR1): qHTS. Thioredoxin reductase 1, cytoplasmic (Rattus norvegicus), O89049. recombinant rTrxR1, NADPH fluorescence consumption, selenite substrate. Potency, µM (top dose mostly 114 µM), for the others: at the top dose activity change, negative = inhibition, actives largely listed as inhibitors. hit rate 1% among 390,000. AID 588453, 2011; note: potency is the fitted concentration of half-maximal effect; % is set by controls: 0 for no effect and ±100 for the full control effect; nearly all actives have a fitted effect of over 65% in size
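Rat TrxR1 (90 nM in the dispensed reagent) was pre-reduced with 400 uM NADPH for 5 min at room temperature, then incubated with compound for 15 min. After 400 uM selenite was added, NADPH fluorescence (Ex 340/Em 450 nm) was followed for 8 min.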
USP1-UAF1 inh: Inhibitors of USP1/UAF1: Primary Screen. Ubiquitin carboxyl-terminal hydrolase 1 (Homo sapiens), O94782. recombinant USP1/UAF1, Ub-Rhodamine cleavage fluorescence. Potency, µM (series often up to 57.1 µM), without a hit: at the highest dose activity change, negative = inhibition, hits mostly inhibitors. hit rate 0.23% among 390,000. AID 743255, 2014; note: potency is the fitted concentration of half-maximal effect; % is set by controls: 0 for no effect and ±100 for the full control effect; nearly all actives have a fitted effect of over 60% in size; inactives centre near -12
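Step one: compound is pinned into 1nM USP1/UAF1 in HEPES pH 7.8 buffer with TCEP. Step two: 15 min room-temperature incubation. Step three: Ub-Rho (150nM final) starts cleavage, tracked by fluorescence over six one-minute reads.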
TrxR1 substrate: qHTS Assay for Substrates of Mammalian Selenoprotein Thioredoxin Reductase 1 (TrxR1): qHTS | Thioredoxin reductase 1, cytoplasmic (Rattus norvegicus), O89049 | purified TrxR1 substrate turnover, NADPH consumption readout | Potency, µM (doses to about 114 µM), inactives show at the highest dose activity change, negative = substrate turnover | hit rate 0.01% among 390,000; note: potency is the fitted concentration of half-maximal effect; % is set by controls: 0 for no effect and ±100 for the full control effect; nearly all actives have a fitted effect of over 50% in size
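Rat TrxR1, dispensed at 90 nM, was prereduced with 400 uM NADPH (final) for 5 min at ~22 deg C, then incubated with compound 15 min before 400 uM selenite. A first-read NADPH fluorescence drop versus no-compound background flagged substrates.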
PGK inhibitor: qHTS Assay to Find Inhibitors of Phosphoglycerate Kinase | PGK/GAPDH coupled, Kinase-Glo luminescence, 60 min | Potency, µM (titrated, usually from 57.5 µM), inactives show top-dose activity change, negative = inhibition, hits mostly inhibitors | hit rate 0.043% among 380,000; note: potency is the fitted concentration of half-maximal effect; % is set by controls: 0 for no effect and ±100 for the full control effect; nearly all actives have a fitted effect of over 60% in size
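Recombinant glycosomal PGK reaction used 1,3-bisphosphoglycerate generated in-well by GAPDH (100nM final) in 100mM TEA pH 7.6, 5mM MgCl2, 0.01% Tween-20. After 60 minutes at room temperature, ATP was read by Kinase-Glo Plus luminescence end-point.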
GLS inhibitor: qHTS for Inhibitors of Glutaminase (GLS); GLS enzymatic activity, qHTS titration; Potency, µM (top dose mostly 45.5 µM), inactives show top-dose activity change, negative = inhibition, actives largely listed as inhibitors; hit rate 0.21% among 410,000; AID 624170, 2012; note: potency is the fitted concentration of half-maximal effect; % is set by controls: 0 for no effect and ±100 for the full control effect
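hKGA in 45 mM KH2PO4 (pH 8.2), 0.02% Tween-20 with compound, then 1mM L-Glutamine (stock as added) plus glutamate oxidase/HRP/Amplex red coupling mix. Fluorescence read initially and after 30 min at RT; signal change reflects glutamate formation.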
The depositor's hits bear a star; i = inactive; ? = inconclusive; nt = no result given; [ ] = remark or other dose. Unless noted, calls come from the whole dose curve; as a rule, active = well fitted curve in the direction sought with a large enough effect; inconclusive = small, poorly fitted or top-dose-only effect, or another doubt; inactive = no such curve, though single readings can be large; an effect the other way counts as inactive or inconclusive. A portion of the library; rates above refer to the full screens.

SMILES	mIDH1 inhibitor	Pin1 inh	HP1b binding inh	PI4K2A inh	TrxR1 inh	USP1-UAF1 inh	TrxR1 substrate	PGK inhibitor	GLS inhibitor
Cc1cc(C)c(OCC(O)CNC(C)(C)C)c(C)c1 (stereo unspecified)	-14%	-2%	-7%	-11	10%	-6%	0%	-8%	-1%
Cn1c(Oc2cccc(Cl)c2)nc2c1c(=O)n(Cc1ccccc1Cl)c(=O)n2C	6%	-1%	54%[activator]	0	18%	-10%	11%	-9%	-1%
O=C(NCCc1c[nH]c2ccccc12)C1CCN(c2nnc(N3CCCC3=O)s2)CC1	4%	1%	27%	-4	-9%	0%	-11%	-7%	-2%
Cc1nc2c3cnn(-c4ccc(C)c(C)c4)c3ncn2n1	-3%	4%	22%	-2	13%	-3%	5%	-7%	-4%
Nc1ccc(S(=O)(=O)c2ccc(N)nc2)cc1	4%	-8%	-20%	-1	25%	2%	1%	i	-21%
C=CCN=c1scc(-c2ccco2)n1/N=C/c1ccc(O)c(O)c1O	12%	?	14µM*	-6	?	-20%	-4%	-4%	10µM*
CCCN(CC1CC1)C(=O)COC(=O)c1oc2ccc(OCC)cc2c1C	7%	8%	111%[activator]	-4	52%[activator]	?	50%[activator]	-4%	-5%
COC(=O)c1ccc2c(=O)n(NC(C)=O)c(=S)[nH]c2c1	3%	-7%	?	-1	-24%	-1%	1%	-1%	4%
CCOc1ccc(CNC(=O)CCn2c(=O)oc3ccccc32)cc1	1%	-15%	6%	6	27%	-4%	10%	-2%	25%
CN1CCN(C(=O)c2ccc3c(c2)NC(=O)C(C)(C)O3)CC1	0%	4%	25%	1	-10%	-11%	-7%	-10%	-6%
Cc1ccccc1C(=O)NC(=O)Nc1ccc(-n2nc(C(F)(F)F)cc2C(F)(F)F)cc1	0%	-3%	14%	-1	19%	-18%	5%	i	-8%
CC(C)CNC(=O)COC(=O)c1ccccc1SCC(=O)NCC(C)C	3%	6%	37%	6	29%	-15%	9%	3%	1%
COC(=O)c1ccc(COC(=O)CCS(=O)(=O)c2ccc(C)cc2)cc1	8%	-1%	30%	-4	5%[57.1 µM]	6%	0%[57.1 µM]	-8%	3%
CCN=C1NN=C(c2cc(C)n(Cc3ccco3)c2C)CS1	2%	14%	-13%	-6	-9%	-22%	-8%	i	2%
Cc1cccc(Cn2cc(/C=C/[N+](=O)[O-])c3ccccc32)c1	?	?	42%[activator]	26	?	?	-6%	-6%	-8%
COC(=O)CCN(C1CCCCC1)S(=O)(=O)c1ccc(S(=O)(=O)NC2CCCCC2)cc1	1%	-1%	30%	1	-4%	-23%	-1%	-4%	nt
COc1ccc(/C=C2\SC(=S)N(CCC(=O)Nc3cccc(O)c3)C2=O)cc1	5%	-1%	9%	3	7%	-6%	-4%	5%	-1%
O=C(CCCC(=O)c1ccccc1)NCCc1ccccc1F	6%	-11%	29%	-4	34%	-22%	13%	-10%	-1%
Cc1ccc(C(=O)NCC(=O)NCC(=O)OCC(=O)c2ccc(F)cc2)cc1	0%	-11%	47%[activator]	-2	-1%[57.1 µM]	-14%	8%[57.1 µM]	i	-7%
CC1=Nn2c(nnc2-c2ccccc2Cl)SC1	1%	-7%	50%[activator]	4	-6%	-15%	8%	2%	5%
CCOC(=O)C1=C(CN2CCc3ccccc32)NC(=O)NC1c1cccc([N+](=O)[O-])c1 (stereo unspecified)	7%	-8%	?	-9	20%	-12%	8%	-1%	-6%
CC(=O)N(c1cccc(Br)c1)c1nc(C)cc(C)c1C#N	-1%	1%	35%[activator]	-4	10%[57.1 µM]	-12%	-4%[57.1 µM]	-12%	-13%
Cc1onc(-c2ccccc2)c1CNC(=O)C1COc2ccccc2O1 (stereo unspecified)	14%	6%	10%	-1	22%	-3%	0%	-11%	-13%
CCOC(=O)c1ccc(S(=O)(=O)N2CCC(N3CCCCCC3)CC2)cc1	5%	nt	nt	1	nt	-27%	nt	-8%	-4%
COc1ccc(N2CCN(C(=O)c3c(Cl)cnn3C)CC2)cc1	14%	-1%	9%	0	-7%	-3%	-7%	3%	35%
Cc1ccc(C(=O)N/N=C(/CC(=O)c2cccs2)C(F)(F)F)cc1	1%	7%	-9%	4	?	-14%	-9%	-3%	-1%
CC(=O)Nc1nc(-c2ccc(Cl)cc2)ns1	4%	2%	22%	4	-17%	-3%	-13%	-6%	11%
CCOC(=O)Cc1csc(NC(=O)COc2ccc(C)cc2)n1	12%	4%	40%[activator]	-2	12%	-24%	-1%	-9%	3%
CC(C)Cc1nnc(NC(=O)CCC(=O)N2CCN(c3ccccc3)CC2)s1	0%	-10%	30%	2	11%[57.1 µM]	-4%	13%[57.1 µM]	-9%	30%[activator]
COc1ccc(N2C(=O)[C@@H]3C(c4cccnc4)=NO[C@@H]3C2=O)cc1	-5%	1%	26%	-3	?	-11%	0%	-9%	-1%
Cc1ccnc(NC(=O)CCC(=O)N(CC(=O)NCc2ccccc2)Cc2ccco2)c1	0%	2%	28%	-2	17%	-15%	7%	-9%	1%
O=C(COc1ccc(Cl)cc1)NCCN1CCCC1	6%	-2%	28%	-6	25%	-23%	7%	-7%	4%
CCCCn1c(-c2csc(CCC)c2)n[nH]c1=S	8%	-7%	20%	3	-2%	-5%	-4%	-4%	-25%
CCCC(=O)OCC(=O)c1[nH]c(C)c(C(C)=O)c1C	1%	1%	33%	1	11%[57.1 µM]	-11%	-2%[57.1 µM]	-6%	2%
CCOC(=O)C1CCN(C(=O)c2cc(C(C)(C)C)nn2Cc2ccccc2)CC1	3%	1%	51%[activator]	4	21%	-23%	3%	-6%	-6%
O=C(O)CCC(=O)Nc1ccccc1N1CCOCC1	4%	1%	26%	5	2%[57.1 µM]	-15%	11%[57.1 µM]	0%	6%
COc1ccccc1NC(=S)NCCc1ccc(Cl)cc1	8%	1%	-24%	18	-4%	-12%	-7%	0%	9%
CCCn1ccc2c(OCC(=O)Nc3ccc(F)cc3F)cccc2c1=O	-9%	-2%	21%	1	23%[57.1 µM]	-25%	9%[57.1 µM]	11%	-4%
CCCCNC(=O)CCCN1C(=O)c2ccccc2Sc2ncccc21	-4%	-3%	41%	-5	1%	4%	3%	-2%	2%
COc1ccc(-n2nc3c(c2NC(=O)c2cc(Br)ccc2Cl)CS(=O)C3)cc1 (stereo unspecified)	12%	0%	42%[activator]	2	16%	-1%	3%	0%	-4%
COc1cccc(CNCc2ccccn2)c1OC	-1%	-12%	23%	-1	-9%	-18%	2%	i	-13%
Cc1ccc(Cn2ccnc2SCC(=O)Nc2nc3ccccc3s2)cc1	-18%	15%	-19%[57 µM]	-3	14%[57.1 µM]	-19%	0%[57.1 µM]	i	-13%
COc1ccccc1OCC(=O)NNc1c2ccccc2nc2ccccc12	-5%	?	-10%	-2	7%	-14%	-1%	-6%	13%
N#Cc1c(-c2ccccc2Cl)cc(C2CC2)nc1N	8%	-7%	27%	-3	15%	-16%	8%	-7%	7%
Cc1ccc(F)cc1NC(=O)c1ccc2c(c1)OCO2	7%	-3%	21%	-1	12%	-12%	4%	0%	-1%
CCOC(=O)c1ccc2cccc(C)n2c1=O	-1%	-6%	93%[activator]	1	13%[57.1 µM]	-7%	-17%	-2%	-7%
CC(=O)Nc1ccc(OCC(O)CN2CCN(c3ccccc3Cl)CC2)cc1 (stereo unspecified)	4%	2%	-8%	-9	29%	-9%	14%	-1%	8%
Cc1c(OC(C)C(=O)NC(Cc2c[nH]c3ccc(O)cc23)C(=O)O)ccc2c1oc(=O)c1ccccc12 (stereo unspecified)	-4%	?	6%	0	-3%	-35%	15%	-6%	?
CS(=O)(=O)c1ccc2nc(NC(=O)C3CC3)sc2c1	0%	1%	50%[activator]	6	11%	-11%	-5%	-2%	0%

Single records (already shown). Values in the order: mIDH1 inhibitor, Pin1 inh, HP1b binding inh, PI4K2A inh, TrxR1 inh, USP1-UAF1 inh, TrxR1 substrate, PGK inhibitor, GLS inhibitor
CCOC(=O)C1CCN(C(=O)c2cc(C(C)(C)C)nn2Cc2ccccc2)CC1 is listed as 3%, 1%, 51%[activator], 4, 21%, -23%, 3%, -6%, -6%
CC(=O)Nc1nc(-c2ccc(Cl)cc2)ns1 is listed as 4%, 2%, 22%, 4, -17%, -3%, -13%, -6%, 11%
COc1cccc(CNCc2ccccn2)c1OC is listed as -1%, -12%, 23%, -1, -9%, -18%, 2%, i, -13%

Screening results deposited in PubChem by National Center for Advancing Translational Sciences (NCATS).
